High-throughput results deposited in PubChem by Small Molecule Screening Facility, UW Madison.
PriA SSB inh: inhibitors of Klebsiella pneumoniae PriA binding to SSB C-terminal tail; AlphaScreen SSBct-PriA binding, biotinylated peptide; inhibition, % at 33 µM; 0.6% of 430,000 active; in the data active = inhibition mostly above about 37%, no sharp cut-off; inactive = mostly below about 20%;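 note: plate controls were negative control peptide for no effect and reference peptide for full effect; strong numbers were not always called active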
* = called active by the depositor. Some of the compounds tested, so the mix of outcomes need not match the whole.

canonical_smiles,PriA SSB inh
CCOc1ccc(CC(=O)Nc2nc3c(s2)COc2ccccc2-3)cc1,12
O=C(COc1ccc(Cl)cc1)NCCOc1ccc2c(c1)OCO2,14
CCOc1ccccc1NC(=O)c1oc2ccccc2c1NC(=O)C1CCCC1,-19
Cc1ccc(S(=O)(=O)N2CCCC(C(=O)N3CCNC(=O)C3C)C2)cc1 (stereo not given),-5
COc1ccc(N2CCN(C(CNC(=O)c3cccc(Cl)c3)c3ccc4c(c3)OCO4)CC2)cc1 (stereo not given),10
COc1cccc(C(=O)NCCNS(=O)(=O)c2cn(C)cn2)c1,-13
Cc1ccc(Cn2nc(C)c(C=NNC(=O)c3cccnc3)c2C)cc1,-1
O=C(CCn1c(=O)c2ccccc2n(Cc2ccccc2F)c1=O)N1CCc2ccccc2C1,-3
CCSc1ccccc1C(=O)Nc1nc2c(Cl)cccc2s1,-9
O=S(=O)(NCCc1csc(-n2cccn2)n1)c1cccs1,-11
CC(CCc1ccccc1)NC(=O)Nc1c[nH]c2ccccc12 (stereo not given),39*
O=C(NCC(c1ccco1)N1CCc2ccccc2C1)c1ccc([N+](=O)[O-])cc1Cl (stereo not given),25
O=C(CNS(=O)(=O)Cc1ccccc1Cl)N1CCOC(c2ccccc2)C1 (stereo not given),-4
Cc1ccccc1-n1ncc2c(=O)[nH]cnc21,-5
COc1ccccc1NC(=S)NN=Cc1cccc(C)c1,-8
Cn1cccc1C=NNC(=O)c1ccc(OC(F)(F)C(F)F)cc1,18
O=C(CCn1nnc2ccccc2c1=O)Nc1ccc(OC(F)(F)F)cc1,3
CN(N=C/C=C/c1ccccc1)c1cc(=O)n(C)c(=O)[nH]1,-2
O=C(Cc1csc(SCC(=O)Nc2ccc(F)cc2)n1)NCC1CCCO1 (stereo not given),4
COc1ccccc1-c1csc(NC(=O)C(C)C)n1,-2
CCOC(=O)C1=C(C)N=c2sc(=Cc3ccc(C(=O)O)cc3)c(=O)n2C1c1ccc(OC)cc1OC (stereo not given),0
COc1cc(C(=O)ON=C2C=CC(=O)C(C)=C2)cc(OC)c1OC,-2
CC(=O)Nc1cccc(NC(=O)CSc2nc(CC(=O)N3CCCCCC3)cs2)c1,0
O=C(NCCn1ccnc1-c1cccnc1)c1c(F)cccc1F,-8
CCN(CC)C(=O)CSc1nc2scc(-c3ccco3)c2c(=O)n1-c1ccccc1,-8
Nc1ccc(N2CCCCC2=O)cc1,-13
CCc1ccc(S(=O)(=O)N2CCC(SCC(=O)OC)C2)s1 (stereo not given),-29
O=C(C[C@H]1CSc2nccc(=O)n21)NCc1c(F)cccc1F,-11
CC1Cc2cc(C(O)=C3C(=O)C(=O)N(Cc4ccncc4)C3c3ccccc3F)ccc2O1 (stereo not given),-7
CCN(CC)S(=O)(=O)c1ccccc1C=NO,-5
COc1cccc(NC(=O)Cc2cc(=O)[nH]c(SCc3ccc(F)cc3)n2)c1,-25
COc1ccccc1N1CCN(c2ncnc3sc(-c4ccccc4)cc23)CC1,-11
C=CCN(CC=C)S(=O)(=O)c1ccc(C(=O)Nc2nc(-c3cc(C)ccc3C)cs2)cc1,-6
O=C(Nc1ccc(C(F)(F)F)cc1)N1CCC(S(=O)(=O)Cc2ccco2)CC1,11
O=C1NCCN1C(=O)N1CCC(c2ccc3c(c2)OCO3)C1 (stereo not given),-6
Cc1cc(CCNS(=O)(=O)Cc2cccc(F)c2)on1,-16
CSc1nnc(C)c(=O)n1COC(=O)C(c1ccccc1)c1ccccc1,-3
C(/C=C/c1ccco1)=Nn1cnnc1,-7
CCOc1ccc(NC(=O)C(=O)NC[C@](C)(O)CSC)cc1,-17
COc1cc(-c2nc(COC(=O)c3nnn(-c4ccc(C)c(C)c4)c3C)c(C)o2)cc(OC)c1OC,-9
COc1ccc(Cl)cc1N(CC(=O)NN=Cc1ccc(OC(C)C)cc1)S(=O)(=O)c1ccc(C)c([N+](=O)[O-])c1,-6
CN(C)c1ccc(C=NNC(=O)c2cccc(N3CCCC3=O)c2)cc1,-12
COc1ccc(C=NNC(=O)CC2N=C(Cc3ccccc3)NNC2=O)cc1OC (stereo not given),7
CC(=O)NNC(=O)c1cccn(Cc2ccc(Cl)c(Cl)c2)c1=O,1
O=S(=O)(N=C(Nc1ccc(F)cc1F)c1ccccc1)c1ccccc1,-3
O=C(NCCC1=CCCCC1)C(=O)NCC1CCN(C(=O)c2ccoc2)CC1,-18
COc1ccc(S(=O)(=O)NCC2CCN(C3CCCC3)CC2)cc1,-29
c1cc2c(cc1-c1ccc(SCc3nc(-c4ccc5c(c4)OCO5)no3)nn1)OCO2,-1
O=C(CCc1ccccc1)NCCCn1cccc1,-12
O=C(Cn1nc2ccc(SCc3ccc(Cl)cc3)nn2c1=O)NC1CCCCC1,-8

Continuation.
canonical_smiles,PriA SSB inh
Cc1nc(-c2ccc(N3CCN(C(=O)c4cc(=O)c5ccccc5o4)CC3)nc2)no1,-8
CN(C)C1c2cccc3cccc(c23)C1NS(=O)(=O)c1ccccc1 (stereo not given),30
Cc1ccc([C@H](CNC(=O)C2CCN(S(C)(=O)=O)CC2)OCCO)cc1,-5
CC(=O)N1CC(C(=O)NCc2cccnc2)C1,-2
O=C(Cn1nnc2ccccc21)NN=C/C=C/c1ccccc1,-7
CC(=O)[C@H](C)N1N=C(C)Cn2c1nc1c2c(=O)n(C)c(=O)n1C,-3
CCOC(=O)C1CCCN(C(=O)c2ccc(N3C(=O)C4CCCCC4C3=O)cc2)C1 (stereo not given),-20
O=C(Nc1nnc(-c2ccc3c(c2)OCCO3)o1)c1ccc(Cl)s1,-13
O=C(Nc1nc2c(s1)CCCC2C(=O)NCCC1=CCCCC1)c1ccccc1 (stereo not given),-7
CCOc1ccc(C(=O)Nc2cc(-c3cccs3)nn2-c2nc(C)c(C)c(=O)[nH]2)cc1OCC,-7
Cc1ccc(CNc2ncc3c(=O)n(Cc4ccccc4)c(=O)[nH]c3n2)o1,-11
COc1cc(C=NNC(=O)c2nc(-c3ccccc3)n(-c3ccccc3)n2)ccc1O,12
COc1ccc(Cl)cc1C(=O)Nc1ccc(Nc2cc(OC(C)C)nc(C)n2)cc1,-8
CN(C)C(C#N)c1cccn1C (stereo not given),26
COc1ccc(NC(=O)c2cn[nH]n2)cc1Cl,-14
COc1nccnc1OC1CCN(C(=O)Cc2ccc(F)cc2F)C1 (stereo not given),-4
CCOC(=O)C(=NNc1ccc(Cl)cc1)S(=O)(=O)c1ccc(Cl)cc1,-6
Cc1nc2cc(NC(=O)CN3C(=O)c4ccccc4C3=O)ccc2n1-c1ccccc1,18
COc1ccc(S(=O)(=O)NCCn2ccnc2C2CC2)cc1C,-1
Cc1cc(C)n(-c2nnc(C)n2N=Cc2ccco2)n1,-6
COc1ccc(S(=O)(=O)N2CCOC(c3ccccc3)C2)cc1F (stereo not given),-5
COc1ccc(C(=O)N2c3ccccc3NC(=O)C[C@@H]2C)cc1,-8
O=C(NCCC1=CCCCC1)C(=O)NCC1OCCCN1S(=O)(=O)c1ccc2c(c1)OCCO2 (stereo not given),-4
CCOc1ccc(-c2ccc(OCCNS(=O)(=O)c3ccc4c(c3)OCCO4)nn2)cc1,-5
O=C(c1ccco1)N1N=C(c2ccc(Br)cc2)CC1c1ccccc1O (stereo not given),8

4 entries from above in a different format.
CC(=O)N1CC(C(=O)NCc2cccnc2)C1
  PriA SSB inh: -2

O=C(Cn1nnc2ccccc21)NN=C/C=C/c1ccccc1
  PriA SSB inh: -7

CC(=O)[C@H](C)N1N=C(C)Cn2c1nc1c2c(=O)n(C)c(=O)n1C
  PriA SSB inh: -3

CCOC(=O)C1CCCN(C(=O)c2ccc(N3C(=O)C4CCCCC4C3=O)cc2)C1 (stereo not given)
  PriA SSB inh: -20

Quoted from the listing:
Under PriA SSB inh, Cc1ccc(CNc2ncc3c(=O)n(Cc4ccccc4)c(=O)[nH]c3n2)o1 is listed with -11
Under PriA SSB inh, Cc1ccc([C@H](CNC(=O)C2CCN(S(C)(=O)=O)CC2)OCCO)cc1 is listed with -5
Under PriA SSB inh, COc1ccc(S(=O)(=O)N2CCOC(c3ccccc3)C2)cc1F (stereo not given) is listed with -5
Under PriA SSB inh, COc1nccnc1OC1CCN(C(=O)Cc2ccc(F)cc2F)C1 (stereo not given) is listed with -4

Remaining list, next part
canonical_smiles,PriA SSB inh
CCOc1ccc(-c2ccc(=O)n(Cc3nc(-c4ccc(C(F)(F)F)cc4)no3)n2)cc1,-19
Cc1cc(C(=O)N(Cc2cccnc2)c2nc3c(C(C)C)cccc3s2)no1,-9
O=C(Nc1ncnc2c1CCC2)c1ccc2ccccc2c1,-7
Nc1nc(Cl)nc(N2CCCCC2)c1[N+](=O)[O-],-2
COc1cccc(CSc2nccn(-c3ccc(Cl)cc3)c2=O)c1,-27
COc1cccc2cc(C(=O)N3CC(S(=O)(=O)c4ccc(F)cc4)C3)oc12,8
Cn1nc(CN(Cc2ccco2)C(=O)N2CCN(S(C)(=O)=O)C2=O)c2c1CCC2,84*
O=C(Nc1ccc2c(c1)N(C(=O)c1ccco1)CC2)c1ccc2c(c1)OCO2,10
CCc1ccc(S(=O)(=O)c2c(C(=O)c3ccc(C)c(C)c3)cnc3ccccc23)cc1,-4
Fc1ccc(C=NNc2nn[nH]n2)cc1,6
CCNC(=S)NN=C(C)c1cccc(OC)c1,-15
CC1(C)CC(=O)C(C=Nn2c(C(F)(F)F)nc3ccccc3c2=O)=C(O)C1,1
CC12CCC3C(CCC4CC(O)CCC43C)C1C/C(=C\c1cccs1)C2=O (stereo not given),-2
C[C@H]1CCc2sc3ncnc(N4CCN(Cc5ccc(Cl)c(Cl)c5)CC4)c3c2C1,-17
O=S(=O)(C1CCCCC1)C1CN(S(=O)(=O)c2ccc(OC(F)(F)F)cc2)C1,-17
O=C(Nc1cccc(-c2ccc3nnc(-c4cccs4)n3n2)c1)c1ccc(F)cc1F,2
Cc1nc(NCCNC(=O)Nc2cccc(F)c2C)cc(-n2cccc2)n1,-4
NC(=S)NN=Cc1ncc(C(F)(F)F)cc1Cl,4
COc1ccc(S(=O)(=O)NCC2(O)CCCC2)cc1F,-12
COc1ccc(N2CCN(CCNC(=O)c3cc(Cl)ccc3Cl)CC2)cc1,-15
O=S(=O)(c1ccc(Cl)c(C(F)(F)F)c1)N(CC(F)(F)F)c1ccccc1,2
Cc1cccc(-c2noc(Cn3ccn4nc(-c5ccc(Cl)cc5)cc4c3=O)n2)c1,-13
COc1ccc(C(=O)CSc2nc(N)c(NC(=O)c3ccc(F)c(F)c3)c(=O)[nH]2)cc1,-6
O=S(=O)(NCCc1csc(-c2ccc(Cl)cc2)n1)c1ccc2c(c1)CCCC2,-12
CCc1ccc(-c2ccc(=O)n(CC(=O)N3CCN(c4ccccc4)CC3)n2)cc1,0

A second format for part of the listing above.
O=C(Nc1ccc2c(c1)N(C(=O)c1ccco1)CC2)c1ccc2c(c1)OCO2
- PriA SSB inh: 10
COc1ccc(C(=O)CSc2nc(N)c(NC(=O)c3ccc(F)c(F)c3)c(=O)[nH]2)cc1
- PriA SSB inh: -6
Cc1nc(NCCNC(=O)Nc2cccc(F)c2C)cc(-n2cccc2)n1
- PriA SSB inh: -4
COc1cccc2cc(C(=O)N3CC(S(=O)(=O)c4ccc(F)cc4)C3)oc12
- PriA SSB inh: 8

More compounds:
canonical_smiles,PriA SSB inh
COCCn1nnn(-c2ccc(NC(=O)c3cnccn3)cc2)c1=O,3
O=C(Cc1cccs1)Nc1ccc(-n2nnn(CC(=O)N3CCOCC3)c2=O)cc1,-14
C=CCn1c(SCC(=O)Nc2nsc(-c3ccccc3)n2)nc2scc(-c3ccc(F)cc3)c2c1=O,-20
O=C(Cc1ccc(F)cc1F)Nc1ccc(-c2csc(Nc3cccnc3)n2)cc1,0
CCCCCCCOC(=O)c1c(C)oc2c1cc(NS(=O)(=O)c1ccc3c4c(cccc14)C(=O)N3)c1ccccc12,15
O=C(Nc1ccccc1-c1ccc(=O)[nH]n1)C1c2ccccc2Oc2ccccc21,-16
CCCc1nnsc1C(=O)N1CCN(C(=O)c2cnn3ccccc23)CC1,-10
O=C(CCC(=O)Nc1ccc(F)cc1)NN=Cc1ccccc1O,-16
O=c1c2c3c(sc2[nH]c(=S)n1-c1nccs1)CCCC3,-2
O=C1CCCN2N=C(SCC(=O)NCc3ccco3)SC2=N1,-2
O=C(N/N=C\c1ccc([N+](=O)[O-])s1)c1ccccc1O,5
CCOC(=O)c1nn(-c2ccc(F)cc2)c(=O)cc1OCC(=O)NCc1ccc2c(c1)OCO2,9
Cn1nc(N2CCC[C@H](C(=O)Nc3ccc(F)c(C(F)(F)F)c3)C2)ccc1=O,-26
O=C(NC(c1ccccc1)c1ccccc1)N1CCC(c2nnc(C3CC3)o2)CC1,13
Cc1ccc(NC(=O)C(=O)NCC2CCN(C(=O)c3ccccc3F)CC2)cc1N1CCCC1=O,-15
O=C(COc1ccc(Cl)cc1Cl)Nc1ccc(S(=O)(=O)N2CCOCC2)cc1,60*
CSc1ccccc1NC(=O)C[C@H]1CCCCN1S(=O)(=O)c1ccc(Cl)cc1,-18
C=CCN(CC=C)S(=O)(=O)c1ccc(C(=O)Nc2nc3cc4c(cc3s2)OCO4)cc1,-15
O=[N+]([O-])c1cccc(S(=O)(=O)N=C(Nc2ccccc2)c2ccccc2)c1,7
O=C(N/N=C\c1cccnc1)c1cc(-c2cccs2)[nH]n1,-12
CN(C)c1ccc(OC2CCN(C(=O)C3CCN(S(C)(=O)=O)CC3)C2)nn1 (stereo not given),-3
COc1ccc(C(C[N+](=O)[O-])Sc2ccccc2N)cc1 (stereo not given),9
